Bioassay records from PubChem BioAssay.
ROC1-CUL1 inh: inhibitors of human ROC1-CUL1 ubiquitin ligase activity; inhibition, % at 10 µM; in vitro K48 di-Ub FRET, acceptor:donor ratio, 45 min; actives 0.6% (n = 140,000); E3 ubiquitin-protein ligase RBX1 (Homo sapiens) + Cullin-1 (Homo sapiens), P62877+Q13616; in the data active = inhibition above about 25%
Target sequence (P62877 whole entry, looked up): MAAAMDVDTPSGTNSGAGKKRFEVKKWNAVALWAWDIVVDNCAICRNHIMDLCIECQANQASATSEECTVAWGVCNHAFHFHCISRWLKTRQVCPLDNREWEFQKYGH
Target sequence (Q13616 whole entry, looked up): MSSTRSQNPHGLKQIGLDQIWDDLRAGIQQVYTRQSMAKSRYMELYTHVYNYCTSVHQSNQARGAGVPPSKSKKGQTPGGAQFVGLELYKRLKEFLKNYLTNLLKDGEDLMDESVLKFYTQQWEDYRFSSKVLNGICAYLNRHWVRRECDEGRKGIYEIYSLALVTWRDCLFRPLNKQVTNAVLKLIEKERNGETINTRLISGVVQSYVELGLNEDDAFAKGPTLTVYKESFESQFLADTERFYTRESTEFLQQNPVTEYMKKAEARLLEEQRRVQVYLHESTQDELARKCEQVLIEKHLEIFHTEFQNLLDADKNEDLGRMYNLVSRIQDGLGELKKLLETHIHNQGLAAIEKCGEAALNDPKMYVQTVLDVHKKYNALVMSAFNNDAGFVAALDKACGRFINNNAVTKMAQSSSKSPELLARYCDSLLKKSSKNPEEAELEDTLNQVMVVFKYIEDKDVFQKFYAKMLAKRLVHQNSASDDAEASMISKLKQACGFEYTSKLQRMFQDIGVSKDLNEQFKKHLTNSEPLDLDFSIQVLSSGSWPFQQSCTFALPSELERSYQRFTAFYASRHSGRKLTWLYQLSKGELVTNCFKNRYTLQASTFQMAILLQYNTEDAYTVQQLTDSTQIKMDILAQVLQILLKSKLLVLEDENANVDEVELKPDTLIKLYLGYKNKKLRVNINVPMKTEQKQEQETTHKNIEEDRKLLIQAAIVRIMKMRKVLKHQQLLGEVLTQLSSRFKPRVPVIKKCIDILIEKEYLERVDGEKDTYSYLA
* hit, by the source's call. A portion of the library; the hit share may differ from the screen's.

The first 15 records, ahead of the listing:
ROC1-CUL1 inh | compound
-14 | CC1CCN(C(=O)Cn2cc(C=C3C(=O)NC(=S)NC3=O)c3ccccc32)CC1
-3 | CCOC(=O)CNc1nc2ccccc2n2c(C)nnc12
0 | COc1cccc(NC(=O)CSc2nnc(-c3ccc(C)cc3)n2N)c1
13 | CCCC(C)NS(=O)(=O)c1ccc(NS(C)(=O)=O)cc1 (stereo not drawn)
-2 | N#Cc1ccccc1N1CCN([C@@H]2c3ccccc3C3(CCNCC3)[C@H]2O)CC1
-4 | N#CC1C(=N)Oc2n[nH]c(-c3cccs3)c2C1c1ccc(-c2ccc(Br)cc2)o1 (stereo not drawn)
3 | COc1ccc(OC)c(CN(CCN2CCOCC2)C(=O)Nc2cccc(Cl)c2)c1
5 | COCCCNC(=O)c1ccc2c(c1N)C(=O)c1ccccc1C2=O
11 | O=C(COc1cccc2ccccc12)Nc1ccc(Cl)cc1
-10 | CC(C)OCCCNC(=O)C1CCC(=O)N(CCCN2CCOCC2)C1 (stereo not drawn)
1 | Cc1c(Br)ccc(NC(=O)CSc2nnc(Cc3ccccc3)o2)c1C
-4 | COc1cc(NC(=O)Cn2c(=O)n(CC3CCC(C(=O)NCCc4ccccc4)CC3)c(=O)c3ccccc32)cc(OC)c1 (stereo not drawn)
-7 | CCOC(=O)C1(Cc2ccccc2C)CCCN(C(=O)c2ccc3nc(C)[nH]c3c2)C1 (stereo not drawn)
2 | CC(C)Sc1ncc(Cl)c(C(=O)Nc2ccc(S(=O)(=O)Nc3ncccn3)cc2)n1
-9 | CC(C(=O)NCc1ccc(Cl)cc1)n1ccc2cc(S(=O)(=O)N3CCCCCC3)ccc21 (stereo not drawn)

Main list, from the first entry:
ROC1-CUL1 inh | compound
-14 | CC1CCN(C(=O)Cn2cc(C=C3C(=O)NC(=S)NC3=O)c3ccccc32)CC1
-3 | CCOC(=O)CNc1nc2ccccc2n2c(C)nnc12
0 | COc1cccc(NC(=O)CSc2nnc(-c3ccc(C)cc3)n2N)c1
13 | CCCC(C)NS(=O)(=O)c1ccc(NS(C)(=O)=O)cc1 (stereo not drawn)
-2 | N#Cc1ccccc1N1CCN([C@@H]2c3ccccc3C3(CCNCC3)[C@H]2O)CC1
-4 | N#CC1C(=N)Oc2n[nH]c(-c3cccs3)c2C1c1ccc(-c2ccc(Br)cc2)o1 (stereo not drawn)
3 | COc1ccc(OC)c(CN(CCN2CCOCC2)C(=O)Nc2cccc(Cl)c2)c1
5 | COCCCNC(=O)c1ccc2c(c1N)C(=O)c1ccccc1C2=O
11 | O=C(COc1cccc2ccccc12)Nc1ccc(Cl)cc1
-10 | CC(C)OCCCNC(=O)C1CCC(=O)N(CCCN2CCOCC2)C1 (stereo not drawn)
1 | Cc1c(Br)ccc(NC(=O)CSc2nnc(Cc3ccccc3)o2)c1C
-4 | COc1cc(NC(=O)Cn2c(=O)n(CC3CCC(C(=O)NCCc4ccccc4)CC3)c(=O)c3ccccc32)cc(OC)c1 (stereo not drawn)
-7 | CCOC(=O)C1(Cc2ccccc2C)CCCN(C(=O)c2ccc3nc(C)[nH]c3c2)C1 (stereo not drawn)
2 | CC(C)Sc1ncc(Cl)c(C(=O)Nc2ccc(S(=O)(=O)Nc3ncccn3)cc2)n1
-9 | CC(C(=O)NCc1ccc(Cl)cc1)n1ccc2cc(S(=O)(=O)N3CCCCCC3)ccc21 (stereo not drawn)
-1 | CN1CCCCC1C(=O)NCC1Cc2c(F)ccc(-c3ccncc3)c2O1 (stereo not drawn)
10 | CCOC(=O)c1cc(-c2ccc(F)cc2)n(CCC(=O)Nc2ccccc2OC)c1C
4 | CCCCOc1ccc(C(=O)Nc2nc3c(C)cc(C)cc3s2)cc1
-8 | CCS(=O)(=O)CCSc1nc(-c2ccc(Br)cc2)cc(-c2ccccc2)c1C#N
2 | COc1ccccc1NC(=O)Cn1c(=O)n(CCc2ccccc2)c(=O)c2sc3ccccc3c21
7 | COC(=O)c1ccc(N2C(=O)CC(N3CCN(C(=O)c4ccco4)CC3)C2=O)cc1 (stereo not drawn)
7 | CCc1ccc(CCC(=O)N2CCN(c3ccc(F)cc3)CC2)cc1
11 | CCOc1ccc(C(=O)Nc2cc(NC(=O)c3ccco3)ccc2OC)cc1Br
34* | CC(=O)Oc1c(Br)cc2oc(=O)sc2c1Br
1 | Cc1cc(Cl)ccc1NCc1nnc(SCC(=O)Nc2ccccc2Cl)n1-c1ccccc1
-4 | Nc1nc(F)c(F)c(Oc2ccccc2Oc2c(F)c(N)nc(F)c2F)c1F
7 | CC#CCN1C(=O)NC(CCCc2ccccc2)(C2CCN(C(=O)c3cccnc3OC)CC2)C1=O (stereo not drawn)
17 | CCOC(=O)C(NC(C)=O)(Nc1ccc(S(N)(=O)=O)cc1)C(F)(F)F (stereo not drawn)
2 | Cc1cc(NS(=O)(=O)c2ccc3nc(-c4ccccc4)[nH]c3c2)ccc1Br
-6 | CN(C(=O)c1cc2nc(-c3ccc(Cl)cc3)cc(C(F)(F)F)n2n1)c1ccc(OC(F)(F)Cl)cc1
-4 | COC(=O)c1cc2sc(C)cc2n1Cc1ccc(F)cc1Cl
0 | Nc1ccc(Oc2ccc3ncc(Br)cc3c2)cc1
0 | O=C(CSc1nnc2sc3ccccc3n12)c1ccc(F)cc1
-6 | CCNc1nc(NC(C)C)nc(SCCOc2ccc(C)cc2)n1
3 | Cc1c(-c2nnc(-c3ccccc3)o2)nnn1-c1ccccc1
7 | CCCOc1cccc(C(=O)Nc2ccc(-c3nc4ccccc4s3)c(Cl)c2)c1
-7 | O=C(CSc1nnc(-c2ccncc2)o1)N1N=C(c2ccco2)CC1c1ccco1 (stereo not drawn)
-6 | CCc1nnc(NC(=O)CSc2nc3c(C)cccc3[nH]2)s1
5 | Cc1ccc(C)c(CN2C(=O)CSc3ccc(C(=O)NCc4ccc(F)cc4)cc32)c1
-2 | O=C1c2ccc(Br)cc2C(=O)N1Cc1ccccn1
1 | CCCSc1nc2sc3c(c2c(=O)n1Cc1ccccc1)CC(C)(CC)OC3 (stereo not drawn)
11 | CCC1(CC)C(C#N)C(=O)NC(=O)C1C#N (stereo not drawn)
4 | O=C(N/N=C\c1cc([N+](=O)[O-])ccc1O)c1ccc(COc2ccc3c(c2)CCC3)o1
-3 | O=C(NCc1ccc(F)cc1)c1ccc2c(c1)nc1n2CCCCC1
-6 | CN(Cc1ccccc1)S(=O)(=O)c1ccc(NC(=O)C2CC2)cc1
9 | CCc1cccc(C)c1Nc1c(-c2ccsc2)nc2ncccn12
10 | CCOC(=O)c1ccc(NC(=O)c2csc3c2CCCC3)cc1
4 | CC1CCN(Cc2ccccc2CO)CC1
3 | COc1cc(/C=C2/SC(=Nc3ccccc3)NC2=O)cc(Br)c1OCc1ccccc1Cl
-6 | Cc1c(C(C)NC(=O)CCN2CCCC2=O)cnn1-c1ccccn1 (stereo not drawn)
9 | CCC1CN(C(=O)N2CCC(C(=O)NCCc3ccccc3Cl)CC2)c2cc(C)ccc2O1 (stereo not drawn)
1 | CC1CCN(S(=O)(=O)c2ccc(NC(=O)C(c3ccccc3)c3ccccc3)cc2)CC1
2 | Cc1ccn(CC(=O)NCc2cccnc2Oc2ccccc2)n1
5 | Cc1ccc(C)c(CN2C(=O)c3ccccc3S(=O)c3ccc(C(=O)N4CCN(c5cccc(Cl)c5)CC4)cc32)c1 (stereo not drawn)
-8 | Cc1cc(C)c2c(N)c(C(=O)c3ccc(Br)cc3)sc2n1
8 | O=C(CC(c1ccccc1)c1ccccc1F)NCCc1cscn1 (stereo not drawn)
-3 | COc1ccc(NC(=O)Cn2cc(S(=O)(=O)N3CCN(c4ccccc4F)CC3)c3ccccc3c2=O)cc1Cl
-6 | CCCc1nnc(-c2cc(OC)c(OC)c(OC)c2)o1
-8 | C/C=C/Cn1c(=O)c2c(nc3oc(C)c(C)n32)n(C)c1=O
-8 | CCn1c(=O)cc(SCC(=O)NCCc2ccc(Cl)cc2)c2ccccc21

Later entries:
ROC1-CUL1 inh | compound
-9 | CC(C)(C)C(=O)Nc1ccc(C(=O)NNC(=O)c2cc([N+](=O)[O-])cc([N+](=O)[O-])c2)cc1
-3 | CC(C(=O)Nc1ccc(F)c(Cl)c1)N1Cc2ccccc2C1=O (stereo not drawn)
-2 | CCOCCc1nn2c(=O)cc(COC(=O)c3ccco3)nc2s1
-4 | Cc1cccc(CCNC(=O)CCc2c(C)nc3c4c(C)cc(C)nc4nn3c2C)c1
-4 | COc1cccc(-c2nnc(SCC(=O)NC3CCCCC3)o2)c1
-1 | O=C(NCc1ccco1)c1ccc(-c2cccc(Cl)c2)o1
0 | O=C(CCCN1CCCCC1=O)NC1CCCN(CC2CCCCC2)C1 (stereo not drawn)
-3 | Cc1ccccc1CCNC(=O)c1ccc2c(c1)c(C)c(C)n2Cc1ccccc1
4 | BrC12C3C4C(C5C1C3C5(Br)C41OCCO1)C21OCCO1 (stereo not drawn)
-5 | CCC(C)Sc1nnc(CSc2nc3nc(C)cc(C)n3n2)o1 (stereo not drawn)
10 | O=C(NNC(=S)NC1CCCCC1)c1csc2ccccc12
-10 | CC12C=CC(O1)C1C(=O)N(c3ccc(F)c(Cl)c3)C(=O)C12 (stereo not drawn)
-2 | Cc1ccc(Cl)cc1N1CCN(C(=O)CCS(=O)(=O)c2ccc3c(c2)oc(=O)n3C)CC1
3 | Cn1c(CO[N+](=O)[O-])c(Br)c(=O)n(C)c1=O
2 | COC(=O)c1ccc(C(=O)OC)c(NC(=O)C2CC2c2ccccc2)c1 (stereo not drawn)
-12 | Cc1cc(C(=O)Nc2ccc(S(=O)(=O)N3CCCCC3)cc2)no1
5 | COc1cccc(NC(=O)Cn2nc3c4ccccc4n(Cc4cccc(F)c4)cc-3c2=O)c1
13 | COCCN(C)C(=O)c1cc(NC(=O)c2ccccc2)cc2ncn(C3CCCC3)c12
-7 | Cc1ccc(-n2nc(C)c(C(=O)NCCCN3CCN(c4ccccc4F)CC3)c2-n2cccc2)cc1
6 | CCOC(=O)C1(CCCc2ccccc2)CCN(Cc2cccnc2)CC1
11 | CCCc1nnc(N2C(=O)c3oc4ccc(F)cc4c(=O)c3C2c2ccc(C(=O)OC)cc2)s1 (stereo not drawn)
-1 | CCCN(CCC)C(=O)Cn1c(SCc2cccc(C(F)(F)F)c2)nc2cccnc21
-4 | O=C(COc1ccc(C(=O)NCc2ccccc2)cc1)Nc1cc(Cl)ccc1Cl
11 | CCOc1ccccc1NC(=O)c1c(NCc2cccs2)sc2c1CCC(C)C2 (stereo not drawn)
6 | CCOC(=O)C1(CCOc2ccccc2)CCCN(Cc2cccc(O)c2)C1 (stereo not drawn)
7 | Cc1cccc(OCc2nnc(SCC(=O)Nc3ccc(Br)cc3)n2C)c1
2 | CC1(C)CC(CC(=O)O)(c2ccccc2)CCO1 (stereo not drawn)
3 | CCc1ccccc1NC(=O)N1CCC(CN2CCc3ccccc3C2)CC1
-7 | O=C1Cc2ccc(C(F)(F)F)cc2N1
9 | CCCC1=Nc2nc(-c3ccc(C)cc3)nn2C(=O)C1
-10 | COc1cc(C(=O)NCC(c2cccs2)S(=O)(=O)c2ccc(F)cc2)cc(OC)c1OC (stereo not drawn)
-3 | CCOC(=O)c1cccc(NC(=O)CCC2CCCC2)c1
1 | Cc1nc2c(=O)[nH][nH]c(=O)c2s1
-5 | CCOC(=O)c1sc(NC(=O)CCCC(=O)O)nc1C
9 | COc1cc2oc3c(c2cc1O)CCCC3
10 | Cc1cc(C)c(C2c3c(n[nH]c3C)OC(=N)C2C#N)cc1COc1ccc(Br)cc1 (stereo not drawn)
3 | COc1ccc(NC(=O)NCCc2c(C)nn(C)c2C)c(OC)c1
-2 | COCCNC(=O)Cn1c(-c2cccs2)cc2cc(Cl)ccc21
8 | CN(C)CC(=O)N1CCn2c3c(c4cc(C5CCCCC5)ccc42)CCCC31 (stereo not drawn)
-2 | COc1ccc(NC(=O)C2CCCN(C(=O)c3cnn(-c4ccc(F)cc4)c3-n3cccc3)C2)cc1 (stereo not drawn)
-17 | CCC1CN(S(=O)(=O)c2cc(-c3cc(C)no3)ccc2C)c2cc(C)ccc2O1 (stereo not drawn)
-12 | CCOC(=O)N1CCC(N2CCOc3ccc(CN4CCCCC4C(=O)OC)cc3C2)CC1 (stereo not drawn)
-3 | Cc1ccc(-n2nc3ccc(NC(=O)COc4ccc(Br)cc4)cc3n2)cc1
-2 | Cc1[nH]c2ccccc2c1/C=N/NC(=O)Nc1ccccc1
5 | NC(=O)c1c(NC(=O)C(F)(F)F)sc2c1CCCCC2
7 | COc1ccc(/C=N\NS(=O)(=O)c2cc(Cl)ccc2Cl)cc1Cn1nc(C)cc1C
9 | COc1ccc(COCC(O)CN2CCC(CN3C(=O)c4cccc5cccc(c45)C3=O)CC2)cc1OC (stereo not drawn)
-4 | O=C(CCn1cnc2onc(-c3ccc(F)cc3)c2c1=O)N1CCN(c2ccccc2)CC1
-8 | CCOc1ccc(C(=O)Nc2ccc3nc(SCC(=O)N4CCCC4)sc3c2)cc1
1 | CC1C(=NC2(c3nnnn3-c3cccc(C(F)(F)F)c3)CCCCC2)C(=O)N(c2ccccc2)N1C (stereo not drawn)
2 | CCOc1ccc(C(CCc2ccccc2)NC(=O)c2ccccc2F)cc1OCC (stereo not drawn)
-3 | CC(=O)c1c(N2CCOCC2)nc2ccc(Cl)cc2c1-c1ccccc1
12 | Cc1nc(N2CCC(C(=O)N3CCN(Cc4ccc5c(c4)OCO5)CC3)CC2)nc2ccc(F)cc12
15 | CC(=O)c1cn(CCCCCCCCCCn2cc(C(C)=O)c(=O)[nH]c2=O)c(=O)[nH]c1=O
9 | Cn1c(=O)c2c(nc3n(-c4cccc(C(F)(F)F)c4)c(-c4ccc(F)cc4)cn23)n(C)c1=O
21 | O=S(=O)(C1CC1)N1CCCC(Cn2cc(CO)nn2)C1 (stereo not drawn)
12 | COc1cc(OC)nc(Oc2cccc(-c3ccccc3)c2C(=O)OCSC)n1
-3 | Cc1ccc(-c2c(C(=O)N3CCN(c4cc(Cl)ccc4C)CC3)oc(=O)c3ccccc23)cc1
11 | O=C(CSc1nc(-c2cccs2)cc(C(F)(F)F)n1)NCc1ccccc1
